Kir21 block: inhibitors of mouse Kir2.1 inward-rectifier potassium channel | 0.85% of 310,000 active | HEK293-Kir2.1, FluxOR thallium flux fluorescence; stronger effect = lower value | P35561 | B-score at 10 µM;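 active = fluorescence ratio B-score at or below minus 3 SD of library scores, with starting-brightness B-score within 2 SD, cut at about -4.2 in these data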;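 note: channel flux triggered by added potassium and thallium sulfate stimulus; B-score of peak minus minimum fluorescence over baseline after thallium stimulus; more negative B-score means stronger Kir2.1 block with less thallium influx; some compounds called inactive have numbers as strong as hits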
Target sequence (P35561 whole entry, looked up): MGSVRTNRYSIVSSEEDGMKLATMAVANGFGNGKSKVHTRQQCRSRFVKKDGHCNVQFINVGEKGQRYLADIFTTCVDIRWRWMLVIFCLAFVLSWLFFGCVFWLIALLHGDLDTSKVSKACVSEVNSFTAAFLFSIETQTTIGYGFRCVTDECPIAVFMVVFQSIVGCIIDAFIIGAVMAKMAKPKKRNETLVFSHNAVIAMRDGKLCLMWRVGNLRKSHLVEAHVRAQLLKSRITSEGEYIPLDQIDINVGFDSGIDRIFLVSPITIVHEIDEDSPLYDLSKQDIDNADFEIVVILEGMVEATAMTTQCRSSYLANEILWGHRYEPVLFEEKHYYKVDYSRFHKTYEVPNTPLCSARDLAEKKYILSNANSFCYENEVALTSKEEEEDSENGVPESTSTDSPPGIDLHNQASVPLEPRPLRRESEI
KCNQ2 block: KCNQ2 potassium channel inhibitors, primary screen, cell-based, CHO-K1, FluxOR thallium flux, B-score (AID 2156). O88943. 20 min; stronger effect = lower value. B-score at 10 µM. 1.1% of 310,000 active;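 active = fluorescence ratio B-score at most minus 3 library SDs, with starting brightness B-score within 2 library SDs, cut at about -5.5 in these data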
Starred values were filed as active, the others as inactive; i = inactive; & = joins results of further samples.

smiles | Kir21 block | KCNQ2 block
O=C(OC(C(=O)NC1CCCC1)c1ccc(F)cc1)c1ccno1 (stereo unspecified) | -1 | i
CCN(CC)S(=O)(=O)c1ccc(Cl)c(C(=O)Nc2ccc(Cl)cc2[N+](=O)[O-])c1 | 1.2 | i
O=C(NCC(c1ccco1)N1CCCCC1)c1cccc(NS(=O)(=O)c2ccc(Br)cc2)c1 (stereo unspecified) | -1.3 | i
O=C(O)CSc1nc2ccccc2s1 | 2.6 | i
COC(=O)c1c(NC(=O)C2CCC2)sc(C(=O)N(C)C)c1C | 2.1 | i
CCOC(=O)C1=C(N)OC2=C(C(=O)CC(C)(C)C2)C1c1cccs1 (stereo unspecified) | -0.76 | i
CCOc1ccccc1NC(=O)C1CC2CCCC(C1)C2=O (stereo unspecified) | -1.7 | i
O=C(NCCC(=O)N1CCN(c2ncccn2)CC1)c1ccccc1 | -0.56 | i
COc1ccc(CC(=O)NC(C)c2nnc(SCC(=O)Nc3cc(C)ccc3OC)n2C)cc1 (stereo unspecified) | -0.16 | i
COn1c(-c2ccccc2)nc2c1CCc1c-2no[n+]1[O-] | 1.9 | i
O=C(Nc1ccc2c(c1)Cc1ccccc1-2)c1ccco1 | -0.27 | i
c1ccc(-c2ccc(OCCOCCn3cncn3)cc2)cc1 | -0.06 | i
C=CCNc1nc2c3ccccc3n(C(C)=O)c2s1 | 0.04 | i
COc1ccc2nc(SCC(=O)Nc3ccc4c(c3)CCC4)[nH]c2c1 | -1.1 | i
CC(=O)Nc1ccc(S(=O)(=O)NCC(=O)OCC(=O)c2cc(C)n(-c3ccc4c(c3)OCO4)c2C)cc1 | -0.02 | i
CCOc1ccc(Nc2nc(CC(=O)OC)cc(=O)[nH]2)cc1 | 0.63 | i
CN1C=CC=C/C1=C1\SC(=S)N(N)C1=O | -0.24 | i
CCC(C)NC(C(=O)Nc1ccc(Cl)c([N+](=O)[O-])c1)c1ccccc1 (stereo unspecified) | 0.15 | i
COc1ccc(-n2c(SC3CCOC3=O)nc3ccccc3c2=O)cc1Cl (stereo unspecified) | 0.74 | i
O=C(CN(Cc1ccco1)S(=O)(=O)c1cccs1)Nc1ccccc1C(F)(F)F | -2.7 | -7*
Cc1nn2c(-c3ccncc3)ccnc2c1Br | 0.67 | i
CCC1(C)Cc2c(sc3nc(NN)n(C)c(=O)c23)CO1 (stereo unspecified) | 0.71 | i
CC(NC(=O)c1ccccc1Br)c1nnc(SCc2ccc([N+](=O)[O-])cc2)n1C (stereo unspecified) | -1.3 | i
O=C(O)CCCN1C(=O)c2cccc3cccc(c23)C1=O | -0.74 | i
C=CCn1c(SCCC(=O)O)nnc1-c1cccs1 | 1.7 | i
CCC(C)Sc1nnc(CSc2nc3nc(C)cc(C)n3n2)o1 (stereo unspecified) | -0.13 | i
Cc1nnc(SCC(=O)NC2CCCc3c2cnn3-c2ccccc2F)o1 (stereo unspecified) | -0.06 | i
Cc1cc(S(=O)(=O)NCc2ccccn2)c(Cl)cc1Cl | -2 | i
COCCN(Cc1ccccc1)C(=O)C1CCN(S(=O)(=O)c2ccc(OC)c(OC)c2)CC1 | -1.4 | i
O=C(NCc1ccccc1Cl)c1ccc(S(=O)(=O)Nc2cccc(C(F)(F)F)c2)cc1 | 0.28 | i
Cc1ccc(O)c(-c2cc(-c3ccccc3[N+](=O)[O-])[nH]n2)c1 | 0.84 | i
COc1cccc(NS(=O)(=O)c2cc3c(cc2C)N(C)CCO3)c1 | -1.4 | i
CCN(CCO)c1ccc(N=Nc2cc(C)[nH]n2)cc1 | 0.47 | i
Cc1ccc(NC(=O)Nc2c(C)n(C)n(-c3ccccc3)c2=O)cc1 | 0.19 | i
N#C/C(=C\c1ccncc1)c1ccc(NC(N)=O)cc1 | 2 | i
Cc1cc(=O)[nH]c(NCc2ccc(Cl)cc2)n1 | 0.05 | i
COCCNC(=S)NNC(=O)c1cc(-c2cccnc2)nc2ccccc12 | 0.96 | i
Cc1nc(-c2ccccc2)sc1C(=O)Nc1ccc(S(N)(=O)=O)cc1 | 0.91 | i
COc1ccc(NC(C)=O)cc1NC(=O)CSc1nnc(-c2ccccn2)n1C | -0.72 | i
COCCNC(=O)CCCn1c(=O)c2cc(OC)c(OC)cc2n(CC(=O)Nc2ccc(C)c(F)c2)c1=O | -0.73 | i
COc1ccccc1NC(=O)c1ccc(C)s1 | 0.26 | i
CC1CCC(=O)N(CCSc2ccccc2)CC1 (stereo unspecified) | -1.5 | i
O=C(OCc1ccc([N+](=O)[O-])cc1)c1cnc(Cl)c(Cl)c1 | -0.77 | i
O=C(CN(Cc1ccccc1)S(=O)(=O)c1ccc(Br)cc1)N/N=C/c1ccccc1C(=O)O | -0.35 | i
COc1cc2oc3cc(C)oc(=O)c3c2cc1OC | 0.57 | i
COc1ccc(NS(=O)(=O)c2csc(C(N)=O)c2)cc1OC | -0.83 | i
Cc1c(NC(=O)CSc2ncn[nH]2)c(=O)n(-c2ccccc2)n1C | 0.64 | i
CCOc1cc(/C=N/N=C2/NC(=O)C(CC(=O)O)S2)ccc1OS(=O)(=O)c1ccc(C)cc1 (stereo unspecified) | 0.77 | i
CCOC(=O)c1cnn(Cc2ccccc2)c1N | 1.8 | i
COc1cccc(C2C3=C(CC(C)(C)CC3=O)Nc3cc4c(cc32)OCO4)c1 (stereo unspecified) | 1.1 | i
CCOc1cc(Br)c(COc2ccc(C)nc2[N+](=O)[O-])cc1OCC | 0.11 | i
CC1(C)CC(NS(=O)(=O)c2ccc(S(=O)(=O)N3CCOCC3)cc2)CCO1 (stereo unspecified) | -0.31 | i
C=CCn1c(SCC(=O)NCC2CCCO2)nc2sc(C)c(C)c2c1=O (stereo unspecified) | -1.4 | i
O=C(Cn1nc(-c2ccc3c(c2)OCCO3)ccc1=O)Nc1ccc(-n2cnnn2)cc1 | 0.03 | i
CC1CCN(S(=O)(=O)c2ccc3c(c2)N(CC(=O)NCCCOC(C)C)C(=O)CS3)CC1 | -3.2 | i
O=C(Nc1ccccc1Br)C1CCN(C(=O)Cc2ccccc2)CC1 | -0.39 | i
COc1ccccc1N1CCN(S(=O)(=O)c2cc(C(F)(F)F)cc(C(F)(F)F)c2)CC1 | -0.03 | i
Cc1ccc(S(=O)(=O)N(C)CC(=O)OCC(=O)NC(=O)Nc2ccc3c(c2)OCCO3)cc1 | 0.37 | i
O=C(c1ccc2c(c1)OCO2)N(CC1CCCO1)C1(C(=O)NC2CCCCC2)CCCCC1 (stereo unspecified) | -1.3 | i
CCn1cc([N+](=O)[O-])c(C(=O)Nc2ccn(Cc3ccccc3)n2)n1 | 3.7 | i

The last 6 entries of the part before open the next one.
Under each structure: Kir21 block	KCNQ2 block
- CC1CCN(S(=O)(=O)c2ccc3c(c2)N(CC(=O)NCCCOC(C)C)C(=O)CS3)CC1
  -3.2	i
- O=C(Nc1ccccc1Br)C1CCN(C(=O)Cc2ccccc2)CC1
  -0.39	i
- COc1ccccc1N1CCN(S(=O)(=O)c2cc(C(F)(F)F)cc(C(F)(F)F)c2)CC1
  -0.03	i
- Cc1ccc(S(=O)(=O)N(C)CC(=O)OCC(=O)NC(=O)Nc2ccc3c(c2)OCCO3)cc1
  0.37	i
- O=C(c1ccc2c(c1)OCO2)N(CC1CCCO1)C1(C(=O)NC2CCCCC2)CCCCC1 (stereo unspecified)
  -1.3	i
- CCn1cc([N+](=O)[O-])c(C(=O)Nc2ccn(Cc3ccccc3)n2)n1
  3.7	i
- CC(C(=O)NC1CCCC1)N(c1ccc(Oc2ccccc2)cc1)S(C)(=O)=O (stereo unspecified)
  -0.2	i
- CCN(CC)S(=O)(=O)c1cc(C(=O)N=c2sccn2C)ccc1OC
  1.4	i
- Cc1ccc(OCC(O)CN2CCN(CC(O)COC(C)C)CC2)c(C(C)(C)C)c1 (stereo unspecified)
  -1.1	i
- O=C(NCCCO)C(=O)Nc1cc2c3c(c1)CCC(=O)N3CCC2
  -0.05	i
- O=S(=O)(Nc1ccc2c(c1)OCCO2)c1ccc(F)cc1
  0.88	i
- CC(=O)Nc1c(O)nc(C)[nH]c1=O
  -0.05	i
- CC(C)(C)n1ncc2c(=O)n(CC(=O)Nc3ccc4c(c3)OCCO4)cnc21
  -0.05	i
- COc1cc(NC(=O)c2ccco2)c(OC)cc1NC(=O)c1cc(OC)c(OC)c(OC)c1
  1.3	i
- CCOc1ccc(NC(=O)CN2CCN(CC(=O)Nc3ccc(OC)cc3OC)CC2)cc1
  0.02	i
- COc1ccc(CC(=O)NCC(=O)N/N=C(/C)c2ccco2)cc1
  0.08	i
- COc1ccc(-n2cc(C(=O)c3cc4ccccc4oc3=O)c(C(C)=O)n2)cc1
  0.14	i
- CCOC(=O)C1=C(C)C2C3C(=O)N(c4ccccc4C)C(=O)C3C1(C)C1C(=O)N(c3ccccc3C)C(=O)C21 (stereo unspecified)
  -1.6	i
- Cc1cc(C)c(NC(=O)C(C)c2cccc(C(=O)c3ccccc3)c2)c(C)c1 (stereo unspecified)
  0.95	i
- CCOC(=O)C1=C(C)Nc2ncnn2C1c1c[nH]c2ccccc12 (stereo unspecified)
  -0.15	i
- Cc1cnc(NC(=O)CCCc2nc3ccccc3s2)s1
  -0.14	i
- COc1ccc(/C=C2\SC(=O)N(CCC(=O)N3CCN(C)CC3)C2=O)cc1
  -0.12	i
- CCOc1ccc(OCCC(=O)OCC(=O)N2CCN(S(=O)(=O)c3ccc(Cl)cc3)CC2)cc1
  -1.5	i
- CC(=O)c1cc(NC(=O)c2ccc(C)cc2)c(=O)oc1C
  -0.11	i
- Cc1nc2ccccc2c2nc(NC(=O)Cc3ccccc3)nn12
  -0.14	i
- CCOC(=O)CN1N=C(/C=C/c2ccccc2)CCC1=O
  0.93	i
- O=C(O)c1cccc(NC(=O)c2cccc(S(=O)(=O)N3CCc4ccccc4C3)c2)c1
  1.7	i
- COC(=O)[C@H](Cc1c[nH]c2ccccc12)NC(=O)Cc1c[nH]c2ccccc12
  -1.3	i
- Cc1ccc(Nc2ccccc2)cc1
  -0.01	i
- COc1cc2nc(C3CCC3)n(NC(=O)COc3ccccc3)c(=O)c2cc1OC
  0.46	i
- CC(=O)N1CCN(Cc2nc(C(c3ccccc3)c3ccccc3)no2)CC1
  1.4	i
- CN1[C@@H]2CC(OC(=O)[C@H](CO)c3ccccc3)C[C@H]1[C@@H]1O[C@@H]12 (stereo partly specified)
  0.3&0.3	i
- Nc1scc(-c2ccncc2)c1Cl
  -0.05	i
- CC1=C(C#N)C(Nc2cc(C)ccn2)(C(F)(F)F)C(=O)N1 (stereo unspecified)
  0.02	i
- N#CCCCSc1nnc(Cc2ccc3c(c2)OCO3)o1
  -0.03	i
- COc1ccc(/C=C2\SC(=S)N(C(C(=O)O)c3ccccc3)C2=O)c(OC)c1 (stereo unspecified)
  -0.16	i

Some of these compounds in order of length of the SMILES, rising:
Under each structure: Kir21 block	KCNQ2 block
- Nc1scc(-c2ccncc2)c1Cl
  -0.05	i
- CC(=O)N1CCN(Cc2nc(C(c3ccccc3)c3ccccc3)no2)CC1
  1.4	i
- CN1[C@@H]2CC(OC(=O)[C@H](CO)c3ccccc3)C[C@H]1[C@@H]1O[C@@H]12 (stereo partly specified)
  0.3&0.3	i

Remaining list, next part:
Under each structure: Kir21 block	KCNQ2 block
- Cc1ccc(CNC(=O)C2CCC(=O)N(Cc3cccc(C(F)(F)F)c3)C2)o1 (stereo unspecified)
  0.88	i
- O=C1c2ccccc2C(=O)N1Cc1nc(-c2ccncc2)no1
  -0.02	i
- O=C(CCCn1c(=O)[nH]c2ccccc2c1=O)N1CCN(c2ccccn2)CC1
  -0.23	i
- Cc1ccc(OCC(=O)Nc2oc(-c3ccccc3)c(-c3ccccc3)c2C#N)cc1
  0.36	i
- CS(=O)(=O)N(CCc1ccccc1)CC(=O)NCc1ccc2c(c1)OCO2
  0.7	i
- Cc1ccc(NC(=O)NC2CCCCCCC2)cc1C
  0.71	i
- COc1ccc(CSc2n[nH]c(C)n2)cc1[N+](=O)[O-]
  -0.54	i
- O=S(=O)(NCc1ccco1)c1cnc(Cl)c(Br)c1
  -1.6	i
- COc1cccc(NC(=O)CN(C)C(C)C(=O)Nc2ccc(C(C)=O)cc2)c1 (stereo unspecified)
  0.35	i
- CCN(CC(=O)NCc1cccs1)C(=O)c1ccccc1F
  -1.4	i
- Cc1cc(NC(=O)CSc2nc(=O)cc(N)n2-c2ccc(C)c(C)c2)no1
  -0.72	i
- Cn1c(CNC(=O)c2ccccc2F)nnc1SCC(=O)Nc1nncs1
  0.35	i
- O=C(NC(=S)Nc1cc(C(F)(F)F)ccc1N1CCOCC1)c1ccco1
  -0.28	i
- COC(=O)c1cc(C(=O)OCC(=O)NNC(=O)c2cccs2)cc([N+](=O)[O-])c1
  0.39	i
- COC(=O)c1ccc(NC(=O)CNS(=O)(=O)c2cccs2)cc1
  0.05	i
- O=C(NNC(=S)NC(=O)c1sc2ccccc2c1Cl)c1ccc(Cl)cc1
  0.21	i
- Cc1oc(/N=C/c2ccccc2)c(C#N)c1C
  -0.1	i
- CC(C)OC(=O)c1cccc(C(=O)Oc2ccccc2)n1
  1.5	i
- CC(C)(CNC(=O)CC1C(=O)NCCN1Cc1cccc(F)c1F)N1CCOCC1 (stereo unspecified)
  -0.05	i
- Cc1ccc(SCCn2nc(C(=O)O)c3ccccc3c2=O)cc1
  0.45	i
- O=S(=O)(c1ccc(OCC(O)CNC23CC4CC(CC(C4)C2)C3)c(Cl)c1)N1CCOCC1 (stereo unspecified)
  0.39	i
- O=C(CCCN1C(=O)c2cccc3cccc(c23)C1=O)NCc1cccnc1
  -2.1	i
- O=C(CN1C(=O)C2C3C=CC(C3)C2C1=O)Nc1ccc2c(c1)OCCO2 (stereo unspecified)
  1.7	i
- Cc1ccccc1C1c2[nH]c3ccccc3c2C[C@H]2C(=O)N(c3ccccc3C(=O)NCCN3CCOCC3)C(=O)N12 (stereo partly specified)
  -0.01	i
- COc1cccc(CNC(=O)[C@H](CCSC)NC(=O)N2CCn3c2nc2ccccc23)c1
  -0.58	i
- Cc1n[nH]c(C)c1CCNC(=O)C1CCC(=O)N(Cc2ccccc2F)C1 (stereo unspecified)
  0.48	i
